FXIa inh 1536: human FXIa protease inhibitors, primary screen, biochemical, 1536-well; Coagulation factor XI (Homo sapiens), P03951; purified FXIa, Boc-Glu-Ala-Arg-AMC fluorogenic substrate; inhibition, % at 5 µM; 220,000 compounds, 0.14% hits; AID 798, 2007;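 active = inhibition of at least 40%; inactive = inhibition below 40%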;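 note: fluorescence of freed AMC excited at 355 nm; 0% = enzyme without compound and 100% = no enzyme blank; many of its hits are not listed in these tables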
PERK inhibitor: block of dimerizer-induced PERK translation repression, primary screen, PERK inhibitor project, CHO PERK-DD cells, SEAP luminescence, HTS; Eukaryotic translation initiation factor 2-alpha kinase 3 (Homo sapiens), Q9NZJ5; CHO PERK-DD fusion, SEAP luminescence translation reporter; inhibition, % at 5.6 µM; 220,000 compounds, 0.17% hits;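 active = inhibition above the mean inhibition of all tested compounds plus 3 SD, set separately per screening campaign, cut at about 2.9% in these data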;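 note: PERK kinase domain activated by AP20187 dimerizer at 100 nM; 0% = DMSO with dimerizer and 100% = rapamycin at 8.4 µM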
Rad51 HR inh: human RAD51 strand exchange inhibitors, primary screen, biochemical, fluorescence | DNA repair protein RAD51 homolog 1 (Homo sapiens), Q06609 | hRad51 DNA strand exchange, fluorescence dequenching | inhibition, % at 10 µM | 200,000 compounds, 0.085% hits;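 active = inhibition above 40% at the single screening dose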;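 note: 0% = DMSO control wells and 100% = blanks with heterologous ssDNA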
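System: human Rad51 nucleoprotein filaments preassembled on unlabelled ssDNA. Reagent: labelled 47-mer dsDNA for strand exchange. Schedule: 30-min compound preincubation and 15-min exchange, both room temperature. Measured by: FRET fluorescence dequenching, excitation 485 nm, emission 520 nm. Read-out: Fluorescence-based percent inhibition, control- and blank-normalised. Benchmarks: plate controls and plate blanks.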
m-calpain inh: inhibitors of pig calpain II, primary screen, biochemical, fluorogenic peptide substrate, 1536-well. purified calpain II, 30 min. inhibition, % at 16 µM. 220,000 compounds, 0.37% hits;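 active = inhibition above about 50%, limit read from the data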
hK5 inh: human KLK5 protease inhibitors, primary screen, biochemical, 1536-well | 210,000 compounds, 0.59% hits | recombinant hK5, fluorogenic AMC substrate cleavage | Kallikrein-5 (Homo sapiens), Q9Y337 | inhibition, % at 5 µM | AID 873, 2007;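 active = inhibition of 40% or more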;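 note: 0% = enzyme controls without compound and 100% = no-enzyme blanks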
Target sequence (Q9Y337 67-293 limits assumed): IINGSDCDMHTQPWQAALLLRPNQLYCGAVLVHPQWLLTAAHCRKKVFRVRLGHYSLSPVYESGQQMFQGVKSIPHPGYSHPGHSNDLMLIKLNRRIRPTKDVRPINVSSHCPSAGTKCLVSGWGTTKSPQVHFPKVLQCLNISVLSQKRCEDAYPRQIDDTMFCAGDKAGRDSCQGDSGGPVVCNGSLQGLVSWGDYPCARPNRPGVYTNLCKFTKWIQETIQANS
Cl transport mod: KCC2 cotransporter modulators, thallium flux, primary screen, cell-based, HEK293 KCC2, FluoZin-2 fluorescence, MLSMR. Solute carrier family 12 member 5 (Homo sapiens), Q9H2X9. KCC2 cells, thallium flux FluoZin-2 fluorescence. B-score of Tl+ flux slope (higher = more flux/activation; lower = inhibition) at 10 µM. 190,000 compounds, 2.2% hits. AID 1456, 2008;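 active = thallium flux slope and its plate-corrected score both differing from the plate sample mean at a set confidence after two filtering rounds, in either direction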;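 note: slope of fluorescence scaled to starting intensity during 10 to 20 s after thallium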
Thrombin inh: human alpha-thrombin inhibitors, primary screen, counter-screen for coagulation protease inhibitor project, biochemical, 1536-well, fluorogenic AMC substrate | Boc-VPR-AMC fluorogenic substrate cleavage | inhibition, % at 5 µM | 220,000 compounds, 0.26% hits | AID 1046, 2008;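 active = inhibition at or above 40%; inactive = inhibition below 40%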;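 note: 0% = enzyme with no compound and 100% = wells without enzyme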
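System – human alpha-thrombin protein · Reagent – Boc-VPR-AMC substrate, 15 µM final · Compound – 5 µM single dose in 0.2% DMSO · Schedule – reaction at room temperature · Technique – AMC fluorescence at 355 nm excitation and 460 nm emission · Read-out basis – % inhibition relative to enzyme controls and enzyme-free blanks · Control set – no-compound enzyme wells and no-enzyme blanks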
FXIIa inh: human FXIIa protease inhibitors, primary screen, biochemical, 1536-well. Coagulation factor XII (Homo sapiens), P00748. purified FXIIa, Boc-QGR-AMC fluorogenic substrate, 2 h. inhibition, % at 5 µM. 220,000 compounds, 0.3% hits. AID 800, 2007; in the data active = inhibition above about 40%;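 note: 0% = enzyme with no compound and 100% = blank without enzyme; many of its hits are not listed in these tables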
Furin inhibitor: human furin inhibitors, primary screen, biochemical, fluorescence intensity | 220,000 compounds, 0.061% hits | P09958 | inhibition, % at 30 µM | purified furin, fluorogenic substrate cleavage; in the data active = inhibition above about 25%; note: inactives centre near -15
Target sequence (P09958 108-714 limits assumed): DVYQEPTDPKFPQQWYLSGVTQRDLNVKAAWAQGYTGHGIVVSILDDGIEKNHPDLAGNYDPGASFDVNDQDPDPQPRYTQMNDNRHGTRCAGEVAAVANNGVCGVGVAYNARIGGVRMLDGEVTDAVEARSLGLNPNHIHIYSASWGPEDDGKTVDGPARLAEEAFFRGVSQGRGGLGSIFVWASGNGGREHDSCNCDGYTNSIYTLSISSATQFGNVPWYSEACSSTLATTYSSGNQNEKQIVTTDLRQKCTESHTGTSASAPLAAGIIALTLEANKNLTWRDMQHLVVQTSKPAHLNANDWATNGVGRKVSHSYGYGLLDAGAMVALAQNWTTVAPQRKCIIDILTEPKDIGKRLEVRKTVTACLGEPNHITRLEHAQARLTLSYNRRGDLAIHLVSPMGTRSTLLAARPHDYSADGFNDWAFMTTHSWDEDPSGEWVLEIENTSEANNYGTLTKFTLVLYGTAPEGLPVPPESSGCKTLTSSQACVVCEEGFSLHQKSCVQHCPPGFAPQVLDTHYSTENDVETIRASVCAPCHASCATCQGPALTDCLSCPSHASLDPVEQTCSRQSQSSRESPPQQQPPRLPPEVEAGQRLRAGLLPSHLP
Active calls of the source: *; i = inactive; nt = no result given; [ ] = dose if it differs, or a comment.

Molecule,Rad51 HR inh,FXIIa inh,PERK inhibitor,FXIa inh 1536,Thrombin inh,Furin inhibitor,hK5 inh,Cl transport mod,m-calpain inh
O=C(COC(=O)c1ccc(S(=O)(=O)N2CCOCC2)cc1)Nc1nc(-c2ccccc2)cs1,6,8,0.8,-8,-16,-10,-2,0.84,11
CC1CCCC(C)N1/N=C/C=C/c1ccccc1[N+](=O)[O-] (stereo unspecified),-3,6,1.1,-48,-2,-18,3,0.79,-21
c1ccc(CN2CCN(C3=Nc4cccc5cccc3c45)CC2)cc1,nt,18,-0.5,7,4,-11[20 µM],26,-0.6,-35
COc1ccc2c(c1OC)C(=O)N1C(C(=O)O)Cc3c([nH]c4ccccc34)C21 (stereo unspecified),-4,-6,0.0,-3,0,-17,-42,-0.47,-150
CCOCC(=O)Nc1ccc(Br)c(C)c1,-4,nt,0.8,0,-3,-19,2,1.2,20
COc1ccc(OC)c2[nH]c(=O)c(CCNS(=O)(=O)c3ccc(Cl)cc3)cc12,nt,3,-1.9,-2,0,-10,-4,-1.3,-58
O=C(O)c1cc(Nc2nc(N3CCOCC3)nc(N3CCOCC3)n2)ccc1Cl,-3,-4,0.3,-4,-5,-15[20 µM],-12,0.027,-16
O=C(COC(=O)c1ccc([N+](=O)[O-])s1)NCc1ccc(F)cc1,16,12,1.8,26,-1,-5,-3,-0.78,3
O=C(CCCCn1c(=O)c2ccccc2n(CC(=O)Nc2ccc(F)cc2)c1=O)NCc1ccco1,nt,1,-0.1,4,-9,-27,3,-0.8,64*
CCOc1cc(C(=S)N2CCOCC2)ccc1OS(=O)(=O)c1ccc(NC(C)=O)cc1,2,-7,0.4,-15,-4,-21[20 µM],29,nt,10
Cc1ccc(NC(=O)CCCN2C(=O)/C(=C/C=C/c3ccccc3)SC2=S)cc1,nt,12,0.1,7,-2,-3,-13,-0.37,-2
O=C(c1ccc(CS(=O)(=O)c2ccccc2)o1)N1CCOCC1,-1,11,1.7,4,2,-12,-4,0.5,-6
CC(=O)c1sc(NC(=O)COc2ccc(Cl)cc2Cl)nc1C,-53,-2,0.6,-5,-1,-21,-9,-1.2,-15
CCCc1nc2ccccc2n1CCOc1ccccc1,3,6,-1.1,-4,-1,-4[20 µM],-2,-2.1,-9
CN(C(=O)COc1ccccc1C(=O)NCCc1ccccc1)c1ccccc1,nt,16,-0.3,8,3,-18,-10,-0.96,6
O=C(c1cc2c(ccc3ccccc32)oc1=O)N1CCCC1,2,-11,0.7,-8,-10,-53[20 µM],-32,nt,i
Nc1nnc(SCC(=O)c2cccc([N+](=O)[O-])c2)s1,5,4,0.1,-4,-10,-11,0,0.58,10
CC1(C)Cc2c(c(-c3ccco3)[nH]c(=O)c2C#N)CS1,-1,13,1.1,17,-9,-10,-6,0.1,-5
COc1cc(C(=S)N2CCOCC2)cc(OC)c1OC,1,5,1.0,0,-1,-15,1,0.17,2
Cc1cc(C)n(Cc2ccc(C(=O)Nc3cccc(Br)c3)o2)n1,1,10,-0.9,0,-3,-26,-12,nt,-5
OC1(c2ccc(OC(F)F)cc2)CSC(=Nc2cccnc2)N1C1CC1 (stereo unspecified),9,15,-0.1,2,0,-3[20 µM],-13,nt,17
O=C(NNC(=O)c1ccc(Cl)cc1Cl)c1cnccn1,nt,9,2.2,4,-4,-19,3,3.5,0
CCCc1cc(-c2nc(-c3ccc(Br)cc3)cs2)ccn1,7,9,0.2,3,-5,-5,-11,-0.79,14
O=Cc1ccc(OCC(=O)N2CCOCC2)cc1,0,5,0.8,-4,-15,-30,0,0.22,-28
CC(=O)/C(C=Nc1noc(C)c1Br)=C(\C)O,-4,8,1.9,4,-5,-10,-3,-0.11,15
CCCCOC(=O)n1c(=O)oc2ccccc21,4,4,1.4,4,-2,-20,-20,-4.3*,-38
O=C1CCCC(O)=C1N=Nc1ccc(Cl)c(Cl)c1,12,7,0.8,-3,-17,6,-2,-0.4,-27
COc1ccc(CN2CCSCC2)cc1C,nt,21,1.1,9,4,-12[20 µM],-4,nt,-43
COc1ccc(N2C(=O)C3CCCN3C2c2ccccc2)cc1Cl (stereo unspecified),-4,5,0.0,-1,-3,1,-6,nt,18
Cc1ccc(NC(=O)CCC(=O)N/N=C/c2cccs2)cc1,21,5,2.1,-3,2,-30,-3,-0.2,-15

Record cards, from the list above. Order of values: Rad51 HR inh | FXIIa inh | PERK inhibitor | FXIa inh 1536 | Thrombin inh | Furin inhibitor | hK5 inh | Cl transport mod | m-calpain inh
O=C(O)c1cc(Nc2nc(N3CCOCC3)nc(N3CCOCC3)n2)ccc1Cl is listed as -3 | -4 | 0.3 | -4 | -5 | -15[20 µM] | -12 | 0.027 | -16
CCOc1cc(C(=S)N2CCOCC2)ccc1OS(=O)(=O)c1ccc(NC(C)=O)cc1 is listed as 2 | -7 | 0.4 | -15 | -4 | -21[20 µM] | 29 | nt | 10
CC(=O)/C(C=Nc1noc(C)c1Br)=C(\C)O is listed as -4 | 8 | 1.9 | 4 | -5 | -10 | -3 | -0.11 | 15

Later entries.
Molecule,Rad51 HR inh,FXIIa inh,PERK inhibitor,FXIa inh 1536,Thrombin inh,Furin inhibitor,hK5 inh,Cl transport mod,m-calpain inh
CCOC(=O)C1=C(c2ccccc2)Nc2ncnn2C1c1ccccn1 (stereo unspecified),-6,11,0.6,3,-2,-14,2,nt,-6
CCOc1ccc(-c2[nH]nc3c2C(c2ccc4c(c2)OCO4)C(C#N)=C(N)O3)cc1OC (stereo unspecified),nt,13,0.5,2,6,-5,21,0.17,16
Cc1nn(Cc2ccc(F)cc2)c(C)c1NC(=O)c1noc2c1CCc1ccccc1-2,-2,7,-1.6,4,4,-12,-15,1.3,21
CCN(CC)CCNC(C(=O)Nc1ccc([N+](=O)[O-])cc1Br)c1ccccc1 (stereo unspecified),5,2,-0.1,-3,-5,-10,-8,0.14,11
CSc1nc2sc3c(c2c(=O)[nH]1)CCC(C)C3 (stereo unspecified),4,-5,1.3,8,10,-35[20 µM],30,0.4,7
CCOC(=O)c1ccc(-n2c(N)c(C(=O)NCc3ccco3)sc2=S)cc1,-5,15,-0.2,1,1,-13,11,nt,36
CC(C)C(c1nnnn1Cc1ccc(F)cc1)N1CCN(C2CCCCC2)CC1 (stereo unspecified),nt,1,-1.5,-5,-5,-19,-8,nt,-15
CC(C)[C@H](NC(=O)c1ccc(C(C)(C)C)cc1)C(=O)Nc1nnc(C2CC2)s1,2,8,-0.7,10,-5,3,-12,-0.014,41
Nc1n[nH]c(=S)n1/N=C1/C(=O)Nc2ccccc21,6,5,0.6,4,nt,-11,-20,-0.62,-14
CCOc1ccc(N2CC(O)(c3cccs3)[N+]3=C2CCCC3)cc1 (stereo unspecified),1,nt,0.2,-1,-3,-28,-1,0.9,3
CCN(c1ccccc1)S(=O)(=O)c1ccc(Cl)nc1,-6,-5,0.3,3,1,-16,-19,-0.39,10
c1cncc(-c2nc3c(ccc4ccccc43)[nH]2)c1,-2,-2,-0.3,-12,-5,-38[20 µM],0,-0.9,-33
Cc1nc(NC(=O)c2cccc(Cl)c2)sc1-c1csc(Nc2cccc(Cl)c2)n1,-2,10,1.1,2,-6,-10[20 µM],5,-0.11,-15
CC1(C)C2CC=C(/C=N/NC(=O)c3ccc(Cl)cc3)C1C2 (stereo unspecified),-1,6,0.9,1,-5,-1,-13,0.067,12
COc1cccc(-c2cc(C(=O)Nc3ccc([N+](=O)[O-])cn3)c3ccccc3n2)c1,-3,16,0.8,1,-7,-9,-6,1.2,-52
C/C(=N\NC(=O)c1ccc([N+](=O)[O-])cc1)c1cccc([N+](=O)[O-])c1,-3,6,0.8,-9,-4,-20,-6,-0.062,-24
Cc1cc(NC(=O)CSCCO)no1,0,8,1.6,-2,3,-7[20 µM],-5,-0.77,-15
CCOC(=O)Cc1csc(NC(=S)NC(=O)c2ccc(Cl)cc2)n1,nt,20,-0.1,1,-4,-8[20 µM],-5,10*,8
C/C(=N\NC(=O)c1c[nH]c2ccccc12)c1ccccn1,-1,8,-0.1,3,2,-15,-2,0.15,15
COc1ccccc1NS(=O)(=O)c1cc(C(=O)NCc2ccco2)ccc1C,-7,12,-0.2,5,1,-6[20 µM],-17,0.071,-12
COc1ccc(OCC(=O)Nc2ccc3oc(-c4ccncc4)nc3c2)cc1,-11,4,0.0,-3,-16,-20,-1,nt,-121
Cn1nnnc1SCC(=O)Nc1ccccc1Cl,5,4,1.7,-5,-5,-16,2,-0.017,-7
N#C/C(=C\c1ccccc1[N+](=O)[O-])C(=O)NC1CCCCC1,-17,4,1.2,-1,7,-26,-3,0.0034,10
COc1ccc(NC(=O)C2CCCN(S(=O)(=O)c3c(C)[nH]c(=O)[nH]c3=O)C2)cc1OC (stereo unspecified),10,5,1.7,-1,-2,-24,4,-1.2,8
COCC(C)NCc1ccc(OC)c(Br)c1 (stereo unspecified),14,5,0.4,-3,1,-15,-12,0.68,-19
CC(C)NC(=S)NNC(=O)C12CC3CC(CC(C3)C1)C2,-8,14,0.1,7,-2,-12[20 µM],-12,nt,-25
Cc1c(C(=S)NC(=O)C2CC2)c(=O)n(-c2ccccc2)n1C,6,14,-0.6,4,11,-14,-2,-0.18,-6

Reprinted at random: 4 entries already listed
Molecule,Rad51 HR inh,FXIIa inh,PERK inhibitor,FXIa inh 1536,Thrombin inh,Furin inhibitor,hK5 inh,Cl transport mod,m-calpain inh
COCC(C)NCc1ccc(OC)c(Br)c1 (stereo unspecified),14,5,0.4,-3,1,-15,-12,0.68,-19
COc1ccc(NC(=O)C2CCCN(S(=O)(=O)c3c(C)[nH]c(=O)[nH]c3=O)C2)cc1OC (stereo unspecified),10,5,1.7,-1,-2,-24,4,-1.2,8
CCOC(=O)c1ccc(-n2c(N)c(C(=O)NCc3ccco3)sc2=S)cc1,-5,15,-0.2,1,1,-13,11,nt,36
COc1ccc(OCC(=O)Nc2ccc3oc(-c4ccncc4)nc3c2)cc1,-11,4,0.0,-3,-16,-20,-1,nt,-121

Screening data (PubChem BioAssay)

Not all compounds are listed; rates above refer to the full screens.
